GSTO1 inh = inhibitors of recombinant GSTO1, primary screen, counter-screen for RBBP9 inhibitor project, biochemical, fluorescence polarization; Glutathione S-transferase omega-1 (Homo sapiens), P78417; hit rate 1.1% among 300,000; activity-based probe fluorescence polarization; AID 1974, 2009; inhibition, % at 5.96 µM;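 active = inhibition above the campaign mean inhibition plus 3 SD, cut at about 35% in these data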;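 note: 0% = GSTO1-1 with DMSO and 100% = wells lacking GSTO1-1 enzyme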
PREPL inhibitor = PREPL enzyme inhibitors, primary screen, biochemical, fluorescence polarization; Prolyl endopeptidase-like (Homo sapiens), Q4J6C6; recombinant PREPL, fluorescence polarization activity-based probe; inhibition, % at 5.96 µM; hit rate 0.68% among 320,000; in the data active = inhibition above about 43%;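 note: 0% = enzyme with DMSO and 100% = wells lacking enzyme; many of its hits are not listed in these tables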
Target sequence (Q4J6C6 whole entry, looked up): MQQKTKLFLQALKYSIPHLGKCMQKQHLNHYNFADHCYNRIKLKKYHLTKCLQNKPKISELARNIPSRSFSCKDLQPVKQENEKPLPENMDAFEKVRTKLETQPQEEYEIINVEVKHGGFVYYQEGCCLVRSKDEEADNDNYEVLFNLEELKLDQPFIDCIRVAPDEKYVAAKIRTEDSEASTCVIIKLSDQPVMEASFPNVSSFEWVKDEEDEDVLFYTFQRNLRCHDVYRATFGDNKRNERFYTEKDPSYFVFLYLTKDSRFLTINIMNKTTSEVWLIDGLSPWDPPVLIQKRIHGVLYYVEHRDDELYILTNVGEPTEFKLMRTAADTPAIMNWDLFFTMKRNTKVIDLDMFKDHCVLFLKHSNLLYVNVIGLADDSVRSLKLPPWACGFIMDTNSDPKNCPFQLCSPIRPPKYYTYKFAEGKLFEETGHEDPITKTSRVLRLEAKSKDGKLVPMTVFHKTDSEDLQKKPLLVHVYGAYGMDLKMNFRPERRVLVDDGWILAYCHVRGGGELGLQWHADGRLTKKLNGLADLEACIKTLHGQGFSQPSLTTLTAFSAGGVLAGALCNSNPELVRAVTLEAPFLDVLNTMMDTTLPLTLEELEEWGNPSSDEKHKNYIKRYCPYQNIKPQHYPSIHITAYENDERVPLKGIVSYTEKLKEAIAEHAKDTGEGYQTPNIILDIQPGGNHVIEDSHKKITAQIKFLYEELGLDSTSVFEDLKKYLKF
EBNA-1 inh = EBNA-1 DNA-binding inhibitors, primary screen, biochemical, fluorescence polarization; inhibition, % at 14.8 µM; hit rate 0.34% among 300,000; in the data active = inhibition above about 28%
PAFAH2 FP inh = PAFAH2 enzyme inhibitors, primary screen, biochemical, fluorescence polarization, human. recombinant PAFAH2, FP-rhodamine activity probe. inhibition, % at 3.39 µM. hit rate 0.99% among 340,000. AID 492956, 2010;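 active = inhibition above the mean over all tested compounds plus 3 SD, cut at about 30% in these data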;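 note: inhibitors block probe labeling of enzyme so polarization drops; 0% = enzyme with DMSO and 100% = wells lacking PAFAH2 protein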
LYPLA2 counter = LYPLA2 inhibitors, primary screen, counter-screen for PME1 inhibitor project, biochemical, fluorescence polarization, FP-Rh probe ABPP; inhibition, % at 5.9 µM; hit rate 0.38% among 320,000; recombinant LYPLA2;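 active = inhibition above the screen-wide mean plus 3 SD, limit set per campaign, cut at about 26% in these data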;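 note: 0% = LYPLA2 with DMSO and 100% = wells lacking LYPLA2 enzyme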
ZTA DNA inh = ZTA (EBV) inhibition in EBNA-1 counter-screen. ZTA-DNA binding, fluorescence polarization. inhibition, % at 11 µM. hit rate 0.15% among 320,000. AID 2234; in the data active = inhibition above about 33%
LYPLA1 inh = LYPLA1 inhibitors, primary screen, counter-screen for PME1 inhibitor project, biochemical, fluorescence polarization, FP-Rh probe ABPP | inhibition, % at 5.9 µM | Acyl-protein thioesterase 1 (Homo sapiens), O75608 | recombinant LYPLA1 | hit rate 0.16% among 320,000 | AID 2174, 2009;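 active = inhibition above the mean of all tested compounds plus 3 SD, set per campaign, cut at about 14% in these data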;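 note: inhibitors block serine hydrolase probe labeling of LYPLA1 so polarization falls; 0% = enzyme with DMSO and 100% = wells lacking LYPLA1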
PAD4 FP inh = human PAD4 inhibitors, primary screen, biochemical, fluorescence polarization, 1536-well format | Protein-arginine deiminase type-4 (Homo sapiens), Q9UM07 | recombinant PAD4, RCA probe fluorescence polarization | inhibition, % at 6.36 µM | hit rate 0.41% among 330,000;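 active = percent inhibition above a cutoff equal to the mean of all tested compounds plus 3 SD, cut at about 15% in these data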;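 note: 0% = PAD4 with RCA probe and DMSO and 100% = probe without PAD4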
PAFAH1B3 FP inh = PAFAH1B3 enzyme inhibitors, primary screen, biochemical, fluorescence polarization, human | AID 492972, 2010 | recombinant PAFAH1B3, FP-rhodamine probe | Platelet-activating factor acetylhydrolase IB subunit alpha1 (Homo sapiens), Q15102 | hit rate 0.28% among 340,000 | inhibition, % at 3.39 µM;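 active = inhibition above the screen-wide average of all tested compounds plus 3 SD, cut at about 25% in these data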;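 note: 0% = enzyme with DMSO only and 100% = wells lacking PAFAH1B3 protein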
Target sequence (Q15102 whole entry, looked up): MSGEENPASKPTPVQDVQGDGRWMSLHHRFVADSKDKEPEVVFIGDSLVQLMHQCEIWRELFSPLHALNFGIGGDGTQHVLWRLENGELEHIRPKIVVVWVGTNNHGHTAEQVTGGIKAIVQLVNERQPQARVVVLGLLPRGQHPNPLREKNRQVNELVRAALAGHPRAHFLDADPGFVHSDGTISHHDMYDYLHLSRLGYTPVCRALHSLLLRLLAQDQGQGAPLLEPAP
Numbers without * were called inactive; / = not tested or not shown.

SMILES | GSTO1 inh | PREPL inhibitor | EBNA-1 inh | PAFAH2 FP inh | LYPLA2 counter | ZTA DNA inh | LYPLA1 inh | PAD4 FP inh | PAFAH1B3 FP inh
Cc1cc2c(c(=O)n1Cc1ccco1)C(c1ccccc1)C(C#N)=C(N)O2 (configuration not stated) | 6 | -5 | 11 | -4 | 1 | 13 | -2 | 3 | -1
Cc1cccc(Cn2c(C)nc3c(N)c(C)c(C)cc32)c1 | -2 | 2 | 2 | 0 | -2 | -7 | -3 | -3 | -1
COC(=O)N1CCN(c2ccc(OC)cc2)CC1 | 3 | 4 | 4 | 0 | -3 | 7 | -2 | 0 | 12
COC(=O)c1cccc(NC(=O)c2ccc3c(c2)C(=O)N(C(C)(C)C)C3=O)c1 | 4 | 5 | 15 | 1 | 2 | -3 | 1 | -5 | -6
Cc1nnc2n(C)c(=O)c3c4c(sc3n12)COC(C)(C)C4 | 0 | -2 | -1 | 4 | 8 | 9 | 2 | 2 | -2
COc1ccccc1Cn1c(C)nc2ccccc21 | 12 | -2 | -3 | / | 2 | -7 | -1 | 3 | /
COCCCn1c(SCC(=O)Nc2sc3c(c2C#N)CCCC3)nnc1-c1ccncc1 | 4 | 41 | 1 | 11 | 1 | 10 | -2 | -3 | 3
Cc1ccc(OCC(=O)Oc2ccc(C(C)C)cc2)cc1 | 5 | 3 | 2 | 1 | -2 | 6 | 1 | -4 | 7
CC(C)CCN(C(=O)c1ccccn1)c1c(N)n(Cc2ccccc2)c(=O)[nH]c1=O | / | 20 | / | -13 | / | / | / | -3 | 4
O=C(Nc1ccc(F)c(Cl)c1)C1CC(=O)n2c(nc3ccccc32)N1 (configuration not stated) | -2 | -14 | -11 | 3 | 0 | -6 | -1 | -3 | 0
COc1ccc2c(c1)c1nnc(SCC(=O)Nc3ccccc3F)nc1n2C | 8 | -5 | 9 | 11 | 1 | 14 | 1 | -1 | 18
NC(=O)c1cc(-c2csc(NCCc3ccccc3)n2)ccc1O | 4 | 31 | -1 | 4 | -11 | 12 | -8 | -3 | 1
Cc1nn2c3ccccc3n(CC(=O)c3cccs3)c2nc1=O | 4 | 1 | 1 | 9 | -3 | 4 | -3 | -1 | 1
COc1ccc(CC(CC(=O)O)C(=O)Nc2ccccc2)cc1 (configuration not stated) | 4 | -8 | 5 | -2 | 0 | 10 | 0 | -5 | -3
CCOC(=O)c1cc(NC(=O)N(C)C2CCCCC2)c(C)nc1C | 2 | 14 | -14 | -5 | -5 | -14 | 3 | -4 | 0
O=c1c2ccccc2nnn1CSc1nc2ccccc2[nH]1 | 3 | 4 | 0 | 8 | 1 | 7 | -1 | -6 | 4
COC(=O)c1cccc(-c2ccc(/C=N/N3C(=O)C4C5C=CC(C6CC56)C4C3=O)o2)c1 (configuration not stated) | -2 | -11 | 2 | -1 | 15 | -4 | -4 | 0 | 8
Cc1ccc(-c2csc(N/N=C/c3ccco3)n2)cc1 | 0 | 11 | -3 | -7 | -3 | -9 | -3 | -1 | 0
CC(=O)c1cccc(N(C(=O)Cn2nnc3ccccc32)C(C(=O)NC2CCCCC2)c2cn(C)nc2C)c1 (configuration not stated) | 2 | 3 | -3 | 0 | 1 | -8 | 1 | -2 | -9
Cc1c(NC(=O)COC(=O)C2(c3ccc(F)cc3)CCCC2)c(=O)n(-c2ccccc2)n1C | 10 | 10 | -4 | 5 | -7 | -2 | 0 | -4 | 0
Cc1ccc(S(=O)(=O)N(C)CC(=O)NNC(=O)Cc2cccc(F)c2)cc1 | / | 2 | / | 1 | -2 | 8 | -4 | -6 | 0
COc1cc(/C=N/Nc2ccc(F)cc2F)cc(OC)c1OC | -4 | 4 | -5 | 8 | 12 | 13 | 4 | -2 | 9
CSc1c(-c2ccccc2)nc2ccc(Cl)cc2c1C(=O)O | -4 | -10 | 8 | 3 | -6 | -1 | 1 | -1 | 1
O=C(CCS(=O)(=O)c1ccc(Cl)cc1)Nc1nnc(-c2cccs2)o1 | 10 | -5 | 5 | 2 | 0 | 11 | -2 | 0 | 6
CN(C)c1ccc(O)c2c1CC1CC3[C@@H](N(C)C)C(=O)C(C(N)=O)=C(O)[C@]3(O)C(=O)C1=C2O (some centres not stated) | 40* | 10 | 6 | 33* | 5 | -11 | 3 | 3 | 29*

Other structures
SMILES | GSTO1 inh | PREPL inhibitor | EBNA-1 inh | PAFAH2 FP inh | LYPLA2 counter | ZTA DNA inh | LYPLA1 inh | PAD4 FP inh | PAFAH1B3 FP inh
CSC[C@H](NC(=O)Cc1c(C)c2cc3c(C)c(C)oc3cc2oc1=O)C(=O)N[C@@H](Cc1ccccc1)C(=O)O | -5 | 9 | 2 | 6 | 8 | -17 | -2 | 3 | -7
Cc1ccc2[nH]c(-c3ccccc3)c(CN3CCN(C)CC3)c(=O)c2c1 | 1 | 6 | 1 | -3 | 4 | -17 | -3 | 0 | 4
COc1ccccc1NC(=O)c1csc2c1CCC(C)C2 (configuration not stated) | 1 | 1 | -1 | -1 | 4 | 6 | 2 | 1 | 3
O=C(NCc1ccc(F)cc1)C(=O)NCC1OCCCN1S(=O)(=O)c1cccs1 (configuration not stated) | 1 | -1 | 10 | -14 | 0 | -4 | -4 | 1 | 2
O=C(CSc1nc2ncccc2[nH]1)NCc1ccccc1 | 9 | -2 | 0 | -3 | 0 | 15 | -2 | 4 | 2
O=C(Cc1cccc2ccccc12)Nc1cccnc1 | 12 | 7 | 0 | 6 | 3 | -4 | 4 | 2 | 1
COc1ccc(CCn2c(=O)[nH]c3cc(C(=O)NCCCN4CCOCC4)ccc3c2=O)cc1OC | 3 | 5 | 3 | -4 | 0 | -25 | 0 | 1 | 2
CC(C)NC(=O)Nc1n[nH]c(Nc2ccc(Cl)cc2)n1 | 0 | 5 | 6 | 1 | 9 | 11 | 3 | 0 | 8
CC(C)(C)OC(=O)NCCCCc1cn(CC(=O)N2CCN(C(=O)OC(C)(C)C)CC2)nn1 | -4 | 2 | 3 | 1 | 6 | -6 | 1 | -3 | 3
CCC(=O)N1CCN(c2nnc(-c3ccccc3)c3ccccc23)CC1 | -1 | 5 | -4 | 8 | -14 | -4 | -1 | -4 | 4
O=C(NCc1ccco1)/C(=C\c1ccco1)NC(=O)c1ccc(Br)o1 | 3 | -2 | 3 | -6 | -2 | 11 | -4 | 0 | 7
CC1=CCC2C(=O)N(c3nc(C)cc(C)n3)C(=O)C2C1 (configuration not stated) | 6 | -4 | -6 | 3 | 4 | -4 | 1 | -5 | 2
C=CCNc1ncnc2c1[nH]c1ccc(C)cc12 | -4 | 8 | -5 | 7 | 0 | 7 | -2 | -1 | 2
Cc1cccc2sc(NC(=O)Cn3cccc3)nc12 | 3 | 1 | 6 | -3 | -2 | 4 | -1 | 3 | -4
CCOc1ccc2nc(NS(C)(=O)=O)sc2c1 | 8 | 7 | -9 | 1 | 8 | 3 | -1 | -3 | 1
O=[N+]([O-])c1cccc(/C(=N/N=C/c2ccccc2Br)C23CN4CN(CN(C4)C2)C3)c1 | 4 | 17 | -5 | 4 | 9 | -22 | 2 | -1 | 3
Nc1nnc(CC(=O)N/N=C/c2ccccc2OCc2ccc(F)cc2)s1 | -6 | -17 | -7 | / | 7 | 19 | 1 | 12 | /
COc1ccccc1NC(=O)CN(Cc1ccco1)C(=O)c1cncc(Br)c1 | 4 | -2 | -4 | -2 | 0 | -5 | -1 | -6 | -2
CN(C)CCCN(C(=O)c1ccc(S(=O)(=O)N2CCCCCC2)cc1)c1nc2cc3c(cc2s1)OCCO3 | -2 | -14 | 12 | 3 | 4 | 15 | 4 | 4 | 7
O=C(/C=C/c1ccccc1)Nc1cccnc1Oc1ccccc1F | -7 | 18 | 2 | 9 | -7 | 2 | -3 | -2 | 5
COCc1cc(=O)[nH]c(/N=C(\N)Nc2cccc(C)c2)n1 | 2 | -5 | -11 | -5 | -2 | -1 | 0 | -3 | -7
COc1ccccc1-n1cnnc1SC(C)C(=O)Nc1ccc(NC(C)=O)cc1 (configuration not stated) | -2 | 1 | -4 | -3 | 4 | -2 | 2 | -1 | 8
CN1CCN(CCOC2Cc3ccccc3Sc3ccc(Cl)cc32)CC1 (configuration not stated) | 6 | -17 | -5 | -6 | 2 | 0 | -1 | 3 | -5
CCN(CC(=O)NCc1ccc(Cl)cc1)C(=O)CSCC(=O)Nc1cccc(C)c1 | 44* | 3 | -2 | -6 | 5 | 18 | 5 | -3 | 11
COc1ccc(-c2cc(C)no2)cc1S(=O)(=O)NCC1CCN(Cc2cc(C)ccc2C)CC1 | -6 | -6 | -4 | 1 | 1 | 4 | 0 | 0 | 4

The listing continues.
SMILES | GSTO1 inh | PREPL inhibitor | EBNA-1 inh | PAFAH2 FP inh | LYPLA2 counter | ZTA DNA inh | LYPLA1 inh | PAD4 FP inh | PAFAH1B3 FP inh
CCN=C1S/C(=C\c2cc(Br)ccc2OCC(=O)OCC)C(=O)N1CC | 10 | 10 | 6 | -4 | -4 | -11 | -3 | -1 | 18
Cc1cccc(C)c1-n1nnnc1SCC(=O)c1c(N)n(C2CC2)c(=O)[nH]c1=O | / | -3 | / | 2 | / | / | / | -3 | -5
Cc1ccc(O)c(CP(=O)(c2ccccc2)c2ccccc2)c1 | 9 | 2 | 8 | -1 | 10 | -1 | 2 | -4 | -3
COc1ccc(C2=NCCn3cccc32)c(OC)c1 | 3 | -10 | -4 | -10 | 2 | -3 | 5 | 3 | 5
O=C(COC(=O)c1n[nH]c2ccccc12)NC(=O)NC1CCCC1 | 1 | -9 | -7 | 4 | -9 | -6 | -1 | -6 | 8
CCOc1ccc(S(=O)(=O)NCCC(=O)NCC(c2ccc(OC)cc2)N2CCCC2)cc1 (configuration not stated) | / | 11 | / | -3 | 1 | 9 | 0 | -1 | 4
Cc1ccccc1N1CCN(S(=O)(=O)c2ccc3ccccc3c2)CC1 | -6 | -22 | 9 | 4 | 0 | 2 | -3 | -3 | -5
CC(C)CCC(=O)N1CCOC1=O | 8 | 8 | 14 | -6 | -4 | -12 | -2 | 4 | 0
CCC(=O)Nc1ccc(C(=O)c2ccccc2)cc1 | -1 | 5 | 0 | -1 | -1 | 9 | 0 | -3 | 1
CCC(C(=O)Nc1ccc([N+](=O)[O-])cn1)c1ccccc1 (configuration not stated) | 11 | -5 | 10 | 6 | -3 | -3 | -2 | -4 | 6
CC(C)(CO)NCC#Cc1ccccc1 | 1 | -12 | -10 | 1 | -1 | 7 | -1 | -5 | 9
Cc1cc(C)nc(NN=C2CCCC2)n1 | 1 | 8 | -4 | -4 | 5 | -10 | -2 | 1 | 3
CCc1ccc(N=Nc2ccc(O)c3[nH]cnc23)cc1 | / | 18 | / | 4 | -3 | 2 | 0 | -12 | 7
COc1cc2c(cc1OC)C(C(=O)NCc1ccco1)C1c3ccccc3CCN1C2=O (configuration not stated) | 8 | -4 | -6 | 9 | 0 | -7 | -1 | 1 | 3
Cn1cccc1CC(=O)N/N=C/C(Cl)=C/c1ccccc1 | -6 | 5 | 3 | -4 | -9 | -9 | -9 | -10 | 4
CCN(CC)c1ccc(NC(=O)C2CC(=O)N(Cc3ccccc3)C2)cc1 (configuration not stated) | -2 | 0 | -8 | 5 | -2 | 6 | 2 | -4 | 4

Sorted by the number under PAFAH2 FP inh (lowest first): 3 from the list above.
SMILES	PAFAH2 FP inh
CC(C)(CO)NCC#Cc1ccccc1	1
Cc1cccc(C)c1-n1nnnc1SCC(=O)c1c(N)n(C2CC2)c(=O)[nH]c1=O	2
COc1cc2c(cc1OC)C(C(=O)NCc1ccco1)C1c3ccccc3CCN1C2=O (configuration not stated)	9

Screening data deposited in PubChem by The Scripps Research Institute Molecular Screening Center.

Not all compounds are listed; count on the stated rates, not on these rows.
